Mcl1 Noxa PPI: Mcl-1/Noxa interaction inhibition; TR-FRET Mcl-1/Noxa peptide binding, 2 h; Q07820; 220,000 tested, 1.5% active; inhibition, % at 21.7 µM;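 active means compounds that cut the protein-peptide binding signal by more than 50% relative to plate controls in a single-dose test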;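 further: His-tagged Mcl-1 with rhodamine Noxa BH3 peptide and terbium anti-His antibody; 0% = Mcl-1 plus Noxa peptide wells and 100% = peptide-only wells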
Target sequence (Q07820 whole entry, looked up): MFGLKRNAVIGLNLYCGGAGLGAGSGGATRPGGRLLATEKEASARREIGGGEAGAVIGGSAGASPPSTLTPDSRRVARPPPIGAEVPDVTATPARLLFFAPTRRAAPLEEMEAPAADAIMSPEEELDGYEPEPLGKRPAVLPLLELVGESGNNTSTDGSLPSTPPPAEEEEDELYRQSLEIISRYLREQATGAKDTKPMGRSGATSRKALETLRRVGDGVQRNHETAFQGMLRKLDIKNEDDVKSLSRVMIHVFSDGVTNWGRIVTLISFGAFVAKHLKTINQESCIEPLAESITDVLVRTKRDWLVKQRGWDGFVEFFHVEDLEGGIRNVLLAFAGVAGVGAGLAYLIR
Pf gametocyte: inhibitors of late stage P. falciparum gametocyte viability. P. falciparum stage V gametocytes, ATP luminescence, 24 h. inhibition, % at 10.9 µM. 150,000 tested, 0.065% active;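 active means inhibition above the mean plus 3 SD of compounds within the control limits, set per campaign, cut at about 38% in these data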;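 further: 0% = DMSO wells and 100% = medium only without gametocytes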
Avidin fluor: compound fluoresces at 488/530 nm on avidin beads | AID 1775 | fluorescence (KMESF) at 10 µM | compound fluorescence 488/530 nm, flow cytometry; active compounds read high | 220,000 tested, 0.38% active; in the data active means fluorescence above about 47; further: inactives centre near 10
Mcl1-Bid inh: disrupts binding of human Mcl-1 to Bid peptide; TR-FRET Mcl-1/Bid-Dy647 peptide binding, 1536-well; 220,000 tested, 0.97% active; inhibition, % at 21.7 µM; AID 1021; Q07820;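 active means compounds that cut the binding signal by more than half at the single screening dose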;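 further: His-tagged Mcl-1 with europium anti-His antibody binding Bid BH3 peptide; 0% = Mcl-1 plus peptide wells and 100% = peptide-only wells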
The depositor's hits bear a star. Some of the compounds tested (hit frequency here may not be typical).

compound,Mcl1 Noxa PPI,Pf gametocyte,Avidin fluor,Mcl1-Bid inh
CC(C)c1cc(CN2CCOCC2)cc(C(C)C)c1O,-16.2,-5.8,8,-3.7
COc1cccc(/C=N/n2c(-c3cc(C)[nH]n3)n[nH]c2=S)c1O,-15.1,-20.1,7,-85.9
NS(=O)(=O)c1ccc(CCNC(=O)c2cc(-c3cc(Cl)ccc3O)n[nH]2)cc1,13.9,1.3,8,-6.2
Cn1c(/C=N/O)nc2ccccc21,12.3,5.6,8,12.8
Cc1cc(NC(=O)c2ccc3c(c2)C(=O)N(CC(C)C)C3=O)no1,-8.6,-5.8,9,-4.2
O=C(c1ccc(Oc2ccccc2)cc1)C1CCCN(C(=O)c2cnccn2)C1 (stereo not drawn),-6.0,-14.9,4,-20.4
O=C1NC(=O)/C(=C/c2ccc(N3CCOCC3)o2)N1,18.8,-15.1,8,-117.0
CN(/N=C/c1cc(Cl)cc(Cl)c1O)c1c(Cl)cccc1[N+](=O)[O-],5.9,17.2,5,14.6
COc1ccccc1C1=NOC(COc2ccc3c(C)cc(=O)oc3c2)C1 (stereo not drawn),17.2,1.6,9,18.8
CSCC(O)Cn1[nH]c(=O)c2cc(Cl)c(Cl)cc2c1=O (stereo not drawn),6.4,-8.4,4,29.0
NNC(=O)C1CC1(c1ccccc1)c1ccccc1 (stereo not drawn),-7.2,6.4,3,-2.0
O=C(COC(=O)c1ccc(F)cc1F)Nc1ncccn1,65.1*,-5.1,2,-60.6
CC(C)(C)OC(=O)N[C@@H](Cc1ccccc1)C(=O)NCC1CCC(C(=O)O)CC1 (stereo partly drawn),5.6,-16.5,17,-2.0
CCN(CC)C(=S)Oc1ccc(Cl)cc1Cl,-3.9,-21.6,3,-1.9
Cc1cc(C)c(C(=O)C[n+]2cccc(C(N)=O)c2)c(C)c1,12.5,14.0,8,-50.6
CNC(=O)COC(=O)c1cccc(S(=O)(=O)N2CCN(c3ccc(F)cc3)CC2)c1,-1.0,-1.4,11,-13.9
CCOC(=O)c1c2c([nH]c(=S)c1C#N)CCCC2,0.5,4.3,6,-61.6
CC1SCC(NC(=O)c2ccccc2Cl)CS1 (stereo not drawn),-9.6,-0.3,8,-53.5
Cc1ccnc(NS(=O)(=O)c2ccc(NC(=O)C(C)(C)C)cc2)n1,-7.2,0.2,7,-42.3
N#Cc1c(-c2ccco2)cc(-c2ccccc2)[nH]c1=O,47.3,3.8,6,-27.2
CC(=O)Nc1cccc(Oc2nc(-c3ccccn3)nc3ccccc23)c1,-10.9,-2.8,8,-7.8
Oc1ccc(Cl)cc1C1=NNC(c2cccs2)C1 (stereo not drawn),-22.3,4.7,6,-19.4
CSc1sc(-c2ccnc(SCC(=O)C(C)(C)C)n2)c2c1C(=O)CC(C)(C)C2,-9.1,3.2,8,-38.5
Cc1ccc(C(=O)O)cc1NC(=S)NC(=O)c1ccc(-c2ccc(Cl)cc2)o1,31.4,-0.4,6,-10.1
Cc1cccc(C2C3=C(CCCC3=O)N=C3c4ccccc4C(=O)C32)c1 (stereo not drawn),14.2,-2.2,9,-45.0
CC(C)c1cc(C(F)(F)F)n2nc(C(=O)Nc3ccc(-n4cnnn4)cc3)cc2n1,-72.7,-1.7,10,-39.3
CC(=O)Nc1nc(NC(=O)C(Cl)(Cl)Cl)n(-c2ccccc2)n1,3.5,3.3,12,-5.7
CCc1ccc[n+](-c2[nH]c(=O)sc2/C=N/N=C(\[O-])CCn2c3ccccc3c3ccccc32)c1,9.7,25.3,6,-11.2
CCOC(=O)C(CCCCCCC(NC(C)=O)(C(=O)OCC)C(=O)OCC)(NC(C)=O)C(=O)OCC,0.1,7.6,6,-11.2
Cc1ccc(CSc2nnc(SCC(=O)N/N=C/c3ccccc3OCC(=O)O)s2)cc1,5.6,-13.7,7,-3.9
Cc1cccc(CC(=O)c2c[nH]c3ccccc23)c1,9.7,13.5,6,-6.9
COC(=O)c1cnc(Nc2cccc(C(F)(F)F)c2)c([N+](=O)[O-])c1,-4.2,5.5,5,-4.0
O=C(NCc1ccncc1)C(=O)Nc1nccs1,-4.3,-12.5,7,-11.6
CN(C)CCCNc1nc(N)c([N+](=O)[O-])c(NCCO)n1,-2.1,-6.5,6,-4.0
CN(C)C(=O)CNc1n[nH]c(=S)[nH]c1=O,-10.1,9.0,7,-29.7
c1ccc(-c2noc(-c3ccno3)n2)nc1,-12.9,5.8,6,-12.1
COC(=O)/C=C1\N/C(=N\c2nc(C)cc(C)n2)N(c2ccc(Cl)cc2)C1=O,-7.5,16.3,3,-11.2
CCOC(=O)N1CCc2c(sc3nc4n(c(=O)c23)N=C(c2ccc(OC)cc2)CS4)C1,10.5,-8.1,7,5.5
COc1cc(SC)ccc1C(=O)N(Cc1ccccc1)c1ccccn1,0.1,5.6,51*,-22.0
CC(OC(=O)c1ccc(NS(=O)(=O)c2ccc3[nH]c(=O)[nH]c3c2)cc1)C(=O)Nc1cccc(Cl)c1Cl (stereo not drawn),-91.5,-6.0,7,-92.2

Shown with two lines to a compound: entries from further up
Every second line gives: Mcl1 Noxa PPI, Pf gametocyte, Avidin fluor, Mcl1-Bid inh
> Cc1ccc(CSc2nnc(SCC(=O)N/N=C/c3ccccc3OCC(=O)O)s2)cc1
  5.6, -13.7, 7, -3.9
> Cc1cccc(CC(=O)c2c[nH]c3ccccc23)c1
  9.7, 13.5, 6, -6.9
> COC(=O)c1cnc(Nc2cccc(C(F)(F)F)c2)c([N+](=O)[O-])c1
  -4.2, 5.5, 5, -4.0

(further entries)
compound,Mcl1 Noxa PPI,Pf gametocyte,Avidin fluor,Mcl1-Bid inh
Clc1ccc(-c2nnc(N3CCOCC3)o2)cc1,-14.4,18.8,8,-18.6
C/C(=N\NC(=O)C12CCC(C)(C(=O)O1)C2(C)C)c1ccccc1O (stereo not drawn),7.7,-12.8,4,-59.4
CCc1c(O)nc(SCC(=O)Nc2nc3ccccc3s2)n(-c2ccc(C)cc2)c1=O,-18.6,-1.4,7,-45.3
Cn1c(=O)c2c(O)c(C=NCc3ccccc3)c(=O)n(C)c2n(C)c1=O,-1.3,11.0,6,-3.2
O=C1CSC(=Nc2ccc(Cl)cc2)N1Cc1ccco1,7.9,17.9,6,-20.9
CCCNC(=O)CCn1c(=S)oc2ccccc21,-0.5,-10.5,6,-7.7
O=C1CCCC2=C1C(c1cccs1)n1nc(SCc3ccc(C(=O)O)cc3)nc1N2 (stereo not drawn),-14.8,-5.3,7,-31.5
CCc1ccc2nc(NC(=O)c3ccc(N4C(=O)CCC4=O)cc3)sc2c1,-45.7,8.1,14,-27.9
CSc1nnc(CCCCCCCCc2nnc(SC)o2)o1,-5.8,11.2,6,-0.2
Clc1ccc(C(c2ccccc2)N2CCN(c3ccccn3)CC2)cc1 (stereo not drawn),-6.3,-2.2,6,-7.3
O=C(SCC(O)C(O)CS)c1cccs1 (stereo not drawn),-17.5,5.0,7,-95.2
Cc1ccccc1-n1c2nc(=O)n(C)c(=O)c-2cc2ccccc21,-13.1,-10.3,7,28.4
CCc1ccc(NC(=O)Cn2c(=O)n(CCC(=O)NC3CCN(Cc4ccccc4)CC3)c(=O)c3ccccc32)cc1,11.6,4.5,7,-26.3
CC1=NN(C(C#N)c2ccc([N+](=O)[O-])cc2)C(C)(C)C1 (stereo not drawn),1.2,-7.6,8,-27.7
Cc1n[nH]c(=S)n1-c1ccccc1,-15.5,-21.0,6,-26.0
Cc1ccc(-c2nnc(SCC(=O)N/N=C/c3ccccc3C(=O)O)n2-c2ccc(Cl)cc2)cc1,2.1,-1.3,3,12.7
CN(C)Cc1nnnn1-c1cccc(-n2nnnc2CN(C)C)c1,0.5,-0.2,4,-8.2
C=CCCCCCCCCc1nc(SCC(C)=O)n[nH]1,-20.6,-1.7,7,-13.2
Cc1ccccc1CSc1nnc(-c2ccccn2)n1C,23.9,-12.2,5,-16.6
O=C1NC[C@H](c2ccccc2)N(CCc2cccc3ccccc23)C1=O,3.1,0.3,6,-24.9
Cn1ncn2c(=O)c3c(nc12)-c1ccccc1CC31CCCC1,16.5,-14.8,4,-38.4
C/C=C(/C)C(=O)Nc1cccc(C2=NOC3(C2)C[C@H](C(N)=O)N(C(=O)c2ccccc2)C3)c1 (stereo partly drawn),26.2,-10.2,10,-27.2
Cc1ccccc1C(=O)NNC(=O)/C=C\C(=O)O,50.2,-2.6,6,-55.0
Cn1c(=O)oc2cc(S(=O)(=O)NCc3ccc(C(=O)O)cc3)ccc21,7.3,-11.5,9,-6.4
COC(C[C@@H](O)CC(=O)COCc1ccccc1)OC,5.7,9.9,9,19.9
COc1ccc(N(CC(=O)NCc2ccccc2)C(=O)CCC(=O)Nc2cc(C)ccn2)c(OC)c1,26.0,-7.4,12,-67.4
COC(=O)CCC(=O)OC1(C)C(=O)C=C2C=C3CCCN3C=C2C1=O (stereo not drawn),53.6*,1.6,15,-47.6
COC(=O)c1sccc1NC(=O)CC1C(=O)NCCN1C(=O)Nc1ccccc1 (stereo not drawn),8.5,14.3,11,-13.0
Cc1nn2c(NCCN(C)C)c3c(nc2c1-c1ccccc1)CCCC3,18.6,15.4,9,-12.1
Cc1oc(S(=O)(=O)N2CCOCC2)cc1C(=O)Nc1ccc(F)cc1,10.5,4.0,5,-9.6
CC(C)(C)c1ccc(C(=O)N2CCCN(c3ccc([N+](=O)[O-])cn3)CC2)cc1,10.8,-26.9,6,5.1
CCOc1ccc(-n2c(SCC(N)=O)nc3sc4c(c3c2=O)CCN(C)C4)cc1,16.4,-18.3,6,-0.4
Cc1ccnc(N/C=C(/NC(=O)c2ccccc2)C(=O)N/N=C\c2ccc(Cl)cc2)n1,13.7,-4.3,10,-29.9
O=C(Cn1nnc(N2CCCCC2)n1)c1ccc(Cl)c(Cl)c1,13.1,-7.7,4,8.0
O=C1CN(C(=O)COC(=O)c2ccccc2O)c2ccccc2N1,-4.7,0.3,3,-23.9
COc1cc(C(F)(F)F)c(C(=O)N(C)Cc2ccc(Cl)c(Cl)c2)cn1,1.5,-6.2,6,5.2
CN1Cc2c(N3CCOCC3)nc3sc(C(=O)c4ccccc4)c(N)c3c2CC1(C)C,19.6,-3.8,5,-87.2
COc1ccc(/C=C\c2onc(C)c2S(=O)(=O)N2CCC(C(=O)NCc3ccco3)CC2)cc1,9.8,2.2,8,-35.9
CC(=O)N(CCCN(C)C)Cc1ccccn1,4.3,3.2,4,-1.2
O=C(COC(=O)c1cccc(O)c1)NCc1ccc2c(c1)OCO2,5.6,6.9,6,-46.5
O=C1c2ccccc2C(=O)N1c1ncn[nH]1,-2.5,-2.9,6,-2.2
Cc1nc(-c2ccc(S(=O)(=O)N3CCN(C(c4ccccc4)c4ccccc4)CC3)s2)cs1,-6.0,-5.9,6,-33.1
O=c1[nH]c(NNC(=S)NC2CCCCC2)nc2c1C1(CCCC1)Cc1ccccc1-2,-63.8,-3.6,8,-75.9
COc1ccc(/C=C2\CCc3c2nc2ccccc2c3C(=O)O)cc1OC,16.2,-9.6,2,-15.9
CSCC[C@H](NC(=O)Nc1ccccc1C)C(=O)O,20.2,-10.9,4,-87.8
Cc1cc2c(NC(=O)Nc3ccc(F)cc3)cccc2nn1,28.6,1.3,4,22.3
CCOC(=O)c1sc(CS(=O)(=O)c2ccc(Cl)cc2)nc1C,-3.1,-14.5,7,3.5
Cc1nc(-c2nc(C(=O)NNS(C)(=O)=O)cs2)cs1,4.6,-1.0,8,1.5
CCOC(=O)C(=CNNc1c(C)csc1C(=O)OC)C(=O)OCC,11.2,-3.5,9,-12.3
CCc1ccc(OCC(=O)O/N=C(\N)c2ccccn2)cc1,-3.7,5.3,8,-2.7
COc1cccc(C(=O)C(C#N)=C(SC)SC)c1,2.1,8.6,7,25.2
COc1cc(OC)c(OC)cc1CN1CCC(O)CC1,-0.1,10.3,6,-0.6
Oc1ccccc1-n1nc2ccc3nonc3c2n1,-5.3,-10.3,7,-8.0
O=C(c1ccc(Cl)cc1Cl)N1CCSCC1,-3.8,-3.9,8,-6.6
Cc1cccc(N=C2NC(=O)/C(=C/c3cccnc3)S2)c1C,-2.5,-4.3,4,-16.6
O=C(O)CCc1nc2ccccc2c(=O)[nH]1,11.6,2.2,9,-8.0
COc1ccc(NC(=O)c2sc3nc(-c4cccnc4)ccc3c2N)cc1OC,14.1,-11.4,6,-8.0
CCCCCCCCCCCCS(=O)(=O)CCC(=O)O,10.9,-19.5,7,4.9
O=C(CSc1nc2ncc(Cl)cc2[nH]1)c1ccc2c(c1)OCO2,-12.6,3.7,8,-56.8
CCSc1nc2c(cnn2-c2ccccc2)c(=O)n1N,12.7,-9.9,8,0.0
CC(C)(C)C(=O)Nc1c(Br)c(C2CC2)nn1-c1ccccc1,6.9,7.4,6,-10.4
Cc1ccc(CNC(=O)C(C)C2Sc3ccccc3NC2=O)cc1 (stereo not drawn),2.0,1.2,7,-9.0
